Source: PubChem (several laboratories)
SR-BI DiI inh: mouse SR-BI HDL lipid transfer inhibition; ldlA[mSR-BI] CHO cells, DiI-HDL uptake fluorescence, 3 h; inhibition, % at 12.5 µM; hit rate 0.96% among 320,000; AID 488896;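 active means mean replicate inhibition of at least 70% and a set share of replicates each scoring 70 or more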;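 further: 0% = median of neutral control wells and 100% = median of positive control wells; values of inactives mirror those of a sister screen read the other way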
MITF act: increases MITF-driven TRPM1 promoter luciferase signal; activation, % at 12.5 µM; hit rate 0.75% among 300,000; SK-MEL-5 TRPM1-promoter luciferase, 24 h; % of positive control, neutral wells = 0;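 active means mean activation of at least 80% with every replicate also reaching 80%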;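 further: 0% = neutral control wells and 100% = parthenolide positive control wells; values of inactives mirror those of a sister screen read the other way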
HTR5A ag: HTR5A agonism, opioid heterodimer counter-screen; P47898; HTR5A agonist assay, luminescence, cell-based; activation, % at 9.3 µM; hit rate 0.61% among 340,000; in the data active means activation mostly above about 9.5%, no sharp cut-off; inactive means mostly below about 7.6%;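 further: 0% = cells with vehicle only and 100% = reference agonist; strong numbers were not always called active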
Rtt109 HAT inh: inhibitors of Candida albicans Rtt109/Vps75 histone acetyltransferase | Q5AAJ8 | purified Rtt109/Vps75, ThioGlo CoA-SH fluorescence, 4 h | inhibition, % at 34.9 µM | hit rate 0.16% among 330,000 | AID 540336;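 active means inhibition of at least 50% in every replicate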
Target sequence (Q5AAJ8 whole entry, looked up): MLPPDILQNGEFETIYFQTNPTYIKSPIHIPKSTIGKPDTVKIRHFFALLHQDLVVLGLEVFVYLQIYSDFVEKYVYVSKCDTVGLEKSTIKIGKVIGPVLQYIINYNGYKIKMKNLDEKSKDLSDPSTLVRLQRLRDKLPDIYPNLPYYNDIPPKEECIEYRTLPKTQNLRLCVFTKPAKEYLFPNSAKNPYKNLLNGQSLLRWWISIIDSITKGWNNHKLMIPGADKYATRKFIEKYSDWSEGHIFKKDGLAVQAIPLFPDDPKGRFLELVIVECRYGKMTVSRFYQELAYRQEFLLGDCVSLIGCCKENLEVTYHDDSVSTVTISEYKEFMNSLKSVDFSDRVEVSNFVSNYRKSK
CDK5 p35 inh: inhibitors of human CDK5/p35 kinase; hit rate 0.01% among 330,000; inhibition, % at 10 µM; Recombinant CDK5/p35, ADP-Glo luminescence, 60 min;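 active means highest replicate inhibition of at least 50% and at least 75% of replicates reaching 50%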;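 further: plate controls were DMSO neutral control for no effect and GW8510 at 10 µM for full effect; many of its hits are not listed in these tables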
Target sequence (Q00535 whole entry, looked up): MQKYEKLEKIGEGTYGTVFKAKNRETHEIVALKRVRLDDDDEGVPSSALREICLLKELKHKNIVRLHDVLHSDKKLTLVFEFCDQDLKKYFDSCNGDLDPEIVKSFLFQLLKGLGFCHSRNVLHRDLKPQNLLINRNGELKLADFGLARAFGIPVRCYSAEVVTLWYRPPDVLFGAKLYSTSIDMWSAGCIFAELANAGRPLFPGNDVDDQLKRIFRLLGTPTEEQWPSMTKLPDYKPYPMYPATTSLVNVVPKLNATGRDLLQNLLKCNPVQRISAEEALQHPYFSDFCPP
Target sequence (Q15078 whole entry, looked up): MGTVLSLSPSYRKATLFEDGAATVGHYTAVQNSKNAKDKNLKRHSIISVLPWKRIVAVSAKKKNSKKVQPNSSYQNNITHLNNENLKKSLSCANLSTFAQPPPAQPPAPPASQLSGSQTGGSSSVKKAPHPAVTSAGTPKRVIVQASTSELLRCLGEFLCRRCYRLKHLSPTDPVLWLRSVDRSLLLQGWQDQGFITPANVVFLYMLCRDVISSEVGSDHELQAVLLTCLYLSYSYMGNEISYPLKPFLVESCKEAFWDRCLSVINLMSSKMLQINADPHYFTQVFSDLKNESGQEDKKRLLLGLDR
Wnt act: activates Wnt/beta-catenin signaling in a reporter cell assay; hit rate 1.2% among 300,000; AID 743398; activator, plate reader; activation, % at 9.35 µM; in the data active means activation above about 30%, passing the limit was not always enough;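 further: 0% = neutral control wells and 100% = positive control wells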
dFosB act: mouse delta FosB homodimer activation. hit rate 0.99% among 340,000. activation, % at 25 µM. purified delta FosB, TAMRA-CDK5 oligo fluorescence polarization; percent of positive-control signal above neutral wells;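 active means mean activation above about 17%, with every replicate also reaching it, limit read from the data, passing the limit was not always enough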;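 further: fluorescence polarization rise as delta FosB binds a TAMRA Cdk5 AP-1 oligo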
cardiac RTF act: cardiac RTF calcium sensitization | IANBD-labeled TnC RTF fluorescence at EC20 calcium; 0% EC20 calcium, 100% full calcium | AID 493008 | P19429+P45379 | activation, % at 7.2 µM | hit rate 0.24% among 340,000;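 active means activation above the mean over all tested compounds plus 3 SD, cut at about 30% in these data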;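 further: rise in fluorescence read as greater calcium sensitivity of cardiac thin filaments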
SR-BI DiI-HDL act: enhances SR-BI lipid uptake from DiI-HDL; AID 504775; CHO ldlA[mSR-BI] cells, DiI-HDL uptake fluorescence, 3 h; 100 = double the neutral-control signal; activation, % at 12.5 µM; hit rate 0.096% among 320,000;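 active means mean replicate activation of at least 60% and every replicate at or above 60%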;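 further: 0% = median plate neutral-control signal and 100% = twice that signal; values of inactives mirror those of a sister screen read the other way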
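Material: SR-BI-overexpressing, LDLR-lacking CHO cells | Dosing: Single compound concentration, delivered by pin transfer | Probe or stimulus: Labelled HDL, 10 µg/mL | Signal: Bottom-read cell fluorescence after medium removal, ex 550/em 595 nm | Schedule: 3 h, 37 °C | Evaluation: HDL uptake via cellular fluorescence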
PvdQ acylase: blocks Pseudomonas aeruginosa PvdQ acylase activity; inhibition, % at 10 µM; purified PvdQ acylase, fluorescence plate reader; hit rate 0.063% among 340,000; in the data active means inhibition above about 30%, passing the limit was not always enough;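 further: 0% = vehicle neutral wells and 100% = reference inhibitor wells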
Starred values were filed as active, the others as inactive; nt = no result given.

Molecule	SR-BI DiI inh	MITF act	HTR5A ag	Rtt109 HAT inh	CDK5 p35 inh	Wnt act	dFosB act	cardiac RTF act	SR-BI DiI-HDL act	PvdQ acylase
CCc1ccc(C(=O)NNC(=O)[C@H](C)NC(=O)c2ccco2)cc1	-11	8	4	3	1.6	2	3	-1	11	-15
O=C(c1cccs1)N1CCN=C1SCc1ccccc1F	15	26	-3	-3	-0.3	1	-11	2	-15	-9
CCOc1ccc(C2CC(c3cccc(C)c3)n3ncnc3N2)cc1 (stereo not drawn)	27	nt	1	5	0.9	-5	-17	2	-27	1
CCC1(CC)C(=O)NC(=O)NC1=Nc1cccc(OC)c1	-36	nt	-2	-3	0.2	-2	-4	2	36	-14
Cc1ccccc1NC(=O)c1ccc(F)c(S(=O)(=O)NCC2CCCO2)c1 (stereo not drawn)	14	-8	0	4	nt	-4	-3	-4	-14	1
COCCNCCCOc1ccc(C(C)(C)c2ccccc2)cc1	-14	-5	-5	nt	0.6	nt	1	2	14	2
COC(=O)c1ccc(OCC(=O)Nc2ccccc2C(=O)NC2CC2)cc1	15	2	7	-1	0.5	3	6	-2	-15	-6
CCN(CC)C(=S)NC(=O)Cc1ccccc1	-18	0	-1	10	0.7	0	1	-2	18	6
O=C(NCC(c1ccco1)N1CCc2ccccc2C1)c1ccc(Br)cc1 (stereo not drawn)	-20	1	1	1	0.4	8	-10	1	20	-12
COC(=O)/C=C\C(=O)Nc1cccc([N+](=O)[O-])c1	-37	-33	0	68*	2.9	4	6	8	37	-2
Cc1ccc(COC(=O)CN2C(=O)NC3(CCCC3)C2=O)cc1	-12	-8	4	-13	0.6	-2	-3	-2	12	-16
Cc1ccccc1N(CC(=O)N/N=C/c1ccc(N(C)C)cc1)C(=O)c1ccccc1	36	nt	-2	-1	-1.4	-3	-9	0	-36	2
CCOC(=O)CCCCC(=O)c1[nH]c(=O)[nH]c1CSCCO	-13	0	-4	-5	-2.0	0	6	-4	13	1
COC(=O)c1[nH]nc2c1C(=O)N(C1CCCCC1)C2=O	1	-8	2	-15	-3.5	-1	2	-1	-1	-7
O=C(c1ccccc1)C1C(=O)c2ccccc2C1=O	-1	-4	5	10	1.2	2	-1	-3	1	-11
CC1CCc2cc(F)ccc2N1C(=O)c1ccc2c(c1)OCO2 (stereo not drawn)	12	nt	-4	nt	-1.4	nt	-3	-1	-12	7
O=C(OCCCN1CCCC1)C1(c2ccccc2)CCCC1	-5	16	-6	-2	-0.7	0	1	3	5	-12
COCCSc1nnc(NC(=O)C(C)(C)C)s1	48	18	3	-1	-0.7	nt	-11	10	-48	-7
O=C1NN(c2ccc(Cl)cc2)C(=O)/C1=C\c1ccc(-c2cccc(C(=O)O)c2)o1	-1	11	3	-3	-7.0	0	-22	0	1	-17
Cc1cc(-c2cccc([N+](=O)[O-])c2)nc2ccccc12	2	-14	5	-5	0.2	4	-4	3	-2	-11

Ordered by molar mass (largest number first): part of the list above
Molecule	SR-BI DiI inh	MITF act	HTR5A ag	Rtt109 HAT inh	CDK5 p35 inh	Wnt act	dFosB act	cardiac RTF act	SR-BI DiI-HDL act	PvdQ acylase
O=C(NCC(c1ccco1)N1CCc2ccccc2C1)c1ccc(Br)cc1 (stereo not drawn)	-20	1	1	1	0.4	8	-10	1	20	-12
O=C1NN(c2ccc(Cl)cc2)C(=O)/C1=C\c1ccc(-c2cccc(C(=O)O)c2)o1	-1	11	3	-3	-7.0	0	-22	0	1	-17
Cc1ccccc1NC(=O)c1ccc(F)c(S(=O)(=O)NCC2CCCO2)c1 (stereo not drawn)	14	-8	0	4	nt	-4	-3	-4	-14	1
CCOc1ccc(C2CC(c3cccc(C)c3)n3ncnc3N2)cc1 (stereo not drawn)	27	nt	1	5	0.9	-5	-17	2	-27	1
CCOC(=O)CCCCC(=O)c1[nH]c(=O)[nH]c1CSCCO	-13	0	-4	-5	-2.0	0	6	-4	13	1
O=C(c1cccs1)N1CCN=C1SCc1ccccc1F	15	26	-3	-3	-0.3	1	-11	2	-15	-9
Cc1ccc(COC(=O)CN2C(=O)NC3(CCCC3)C2=O)cc1	-12	-8	4	-13	0.6	-2	-3	-2	12	-16
CC1CCc2cc(F)ccc2N1C(=O)c1ccc2c(c1)OCO2 (stereo not drawn)	12	nt	-4	nt	-1.4	nt	-3	-1	-12	7
O=C(OCCCN1CCCC1)C1(c2ccccc2)CCCC1	-5	16	-6	-2	-0.7	0	1	3	5	-12
CCC1(CC)C(=O)NC(=O)NC1=Nc1cccc(OC)c1	-36	nt	-2	-3	0.2	-2	-4	2	36	-14
COCCSc1nnc(NC(=O)C(C)(C)C)s1	48	18	3	-1	-0.7	nt	-11	10	-48	-7
Cc1cc(-c2cccc([N+](=O)[O-])c2)nc2ccccc12	2	-14	5	-5	0.2	4	-4	3	-2	-11

Following part:
Molecule	SR-BI DiI inh	MITF act	HTR5A ag	Rtt109 HAT inh	CDK5 p35 inh	Wnt act	dFosB act	cardiac RTF act	SR-BI DiI-HDL act	PvdQ acylase
CCc1nn(C(CC)C(=O)NCc2cccc(OC)c2)c(=O)c2cc3occc3n12 (stereo not drawn)	-1	-10	3	6	-2.2	0	-9	-2	1	-10
CS(=O)(=O)N(CCc1ccccc1)CC(=O)NCC1CCCO1 (stereo not drawn)	nt	-2	0	-4	1.1	nt	-8	4	nt	-9
O=C1c2cccc3c([N+](=O)[O-])ccc(c23)C(=O)N1c1ccc(Cl)cn1	-12	-32	2	2	-1.4	nt	-1	11	12	11
CCN(c1ccccc1)S(=O)(=O)c1ccc(Cl)c(NC(=O)CSc2nncs2)c1	-14	-14	-6	2	0.2	-5	-8	-2	14	3
Fc1ccc(-c2nn(-c3ccccc3)cc2CNCc2ccccc2)cc1	11	4	nt	-8	-5.1	-8	-35	nt	-11	-19
COc1ccc(CN2CCS(=O)(=O)CC2)cc1OC	-4	-12	11	2	-3.0	-1	-2	3	4	-7
COc1ccc(NC(=O)CN(Cc2ccco2)Cc2ccco2)cc1S(=O)(=O)N1CCCCC1	16	-7	-1	-2	-0.2	-1	-4	-3	-16	-3
Cc1cc(S(=O)(=O)Nc2noc3ccccc23)ccc1F	-17	0	-4	11	1.7	1	0	1	17	6
CCO[C@H]1OC(C(=O)N2CCCCCCC2)=C[C@@H](c2csc3ccccc23)[C@@H]1CCCO	-14	3	-2	-10	-0.7	-6	1	-5	14	-2
Cc1ccc(NC(=S)NC2CCCC2)cc1C	13	29	-1	-6	-0.6	12	2	7	-13	-4
CC(=O)c1ccc(N2CCCCCC2)c(F)c1	nt	47	0	-6	-1.0	-3	3	-2	nt	-2
O=C(NC(=S)N1CCc2ccccc21)c1ccccc1Br	-6	2	1	1	1.0	6	1	-1	6	-5
O=C(O)CCCn1c(=S)[nH]c2c(sc3ccc([N+](=O)[O-])cc32)c1=O	-5	11	-7	-3	3.3	0	1	-2	5	1
CC1CN(CCc2ccccc2)c2nc3c(c(=O)[nH]c(=O)n3C)n2C1 (stereo not drawn)	8	-3	5	-3	0.0	nt	-1	-4	-8	-9
NC(=O)N/N=C\c1cc(Br)ccc1O	-15	3	-5	0	nt	-4	-9	0	15	2
CCCC(C)NC(=O)COC(=O)c1ccc(Cl)c(S(N)(=O)=O)c1 (stereo not drawn)	-22	-1	-3	3	0.7	nt	-4	2	22	-8
O=C(CCCOc1ccc(Cl)cc1Cl)Nc1ccncc1	-22	0	5	6	-0.6	nt	-4	4	22	8
CCOC(=O)C1=C(C)N(C)C(=O)C1CC(=O)O (stereo not drawn)	-13	2	0	-7	1.3	nt	0	5	13	7
C/C(=N\O)c1ccc2c3c([nH]c2c1)CCCC3	22	3	0	-15	-0.1	nt	-4	11	-22	-19
COc1cc(C#Cc2c(-c3cncn3C)n(C)c3ccc(-c4ccc(OC)nc4)cc23)cc(OC)c1	-29	2	0	2	0.8	-7	2	2	29	0
CC1(C)C(C=C(Cl)Cl)C1C(=O)N(Cc1ccc(Cl)cc1)C1CCS(=O)(=O)C1 (stereo not drawn)	7	6	1	-3	0.9	-1	-28	1	-7	-17
Cn1c(=O)c2cc3c(nc2n(C)c1=O)CC(c1ccccc1)CC3=O (stereo not drawn)	3	-19	0	7	0.3	-2	-17	1	-3	6
CC(=O)C1=C(C)NC(C)=C(C(C)=O)C1c1cn(-c2ccccc2)nc1-c1cccs1	-3	-12	-3	-22	0.2	nt	-9	-4	3	-10
COc1ccc(-c2cc(C(F)(F)F)nc(SCC(=O)N3CC(C)OC(C)C3)n2)cc1OC (stereo not drawn)	52	1	-4	-5	-0.2	nt	1	3	-52	-14
CCOC(=O)C1C(c2ccc(O)c(OC)c2)NC(=O)NC1(O)C(F)(F)F (stereo not drawn)	-14	nt	-2	1	-1.4	-2	-3	8	14	-13
CC(C)NC(=O)NC(=O)CSc1nncn1C	-2	-2	3	-2	-8.3	nt	-6	4	2	-13
O=C(CCN1C(=O)C2C3C=CC(C4CC34)C2C1=O)Oc1ccc(Br)cc1 (stereo not drawn)	-12	5	-2	-5	-0.9	0	-10	-1	12	-3
Cc1ccc(Cl)cc1NC(=O)c1ccc(NC(=O)CCC(=O)O)cc1	15	9	0	-3	-2.1	1	0	1	-15	-3
CCCCCCSc1nsc(NC(=O)CC(C)C)n1	-2	51	2	nt	-4.1	2	-5	10	2	-14
COc1ccc(/C=C(\C#N)C(=O)C(C)(C)n2cncn2)cc1	-13	-2	3	-2	-0.6	-3	1	9	13	-5
C=C(C)C(O)Cc1c(OC)ccc(C(=O)/C=C/c2ccc(O)cc2)c1O (stereo not drawn)	70	nt	7	10	1.5	16	1	-1	-70	0
Cc1nn(-c2ccccc2)c(N2CCCC2)c1/C=C1\N=C(c2ccc(F)cc2)OC1=O	36	-2	-4	-15	-0.9	0	-8	5	-36	-7
O=C(Cc1cccc(NC(=O)C2CCN(C(=O)C3CCCCC3)CC2)c1)Nc1cccc(C(=O)N2CCCC2)c1	31	-23	10	6	0.1	-2	2	6	-31	-7
Cc1nc(N2CCOCC2)nc(OC(C)C)c1[N+](=O)[O-]	-11	0	2	-12	-1.7	0	4	-3	11	-8
COC(=O)c1cc(NC(=O)CSc2ncn[nH]2)ccc1Cl	3	22	0	0	0.4	3	-9	2	-3	-39
COc1cccc(/C=N/NC(=O)CC2C(=O)NN=C2C)c1O (stereo not drawn)	10	-4	5	-6	0.7	nt	-5	3	-10	-14
O=c1c2ccccc2nc(-c2ccc(Cl)c(Cl)c2)n1O	-33	-1	4	-11	-3.4	0	-10	2	33	4

Compounds were not picked by outcome (roughly 4.4% active in at least one column).
